# PP5 inh: PP5 (human) phosphatase inhibition | P53041 | purified PP5c, OMFP substrate fluorescence | inhibition, % at 6.7 µM | hit rate 0.18% among 320,000 | AID 1987;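 active means inhibition above the campaign's mean inhibition across all tested compounds plus 3 SD, cut at about 9.5% in these data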;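 further: 0% = DMSO only and 100% = 100 µM cantharidin control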
# HCV core dimer: HCV core protein dimerization inhibition; TR-FRET GST/Flag-core106 dimerization, 1536-well; inhibition, % at 5 µM; hit rate 0.33% among 300,000; AID 1899;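 active means inhibition above the mean of all tested compounds plus 3 SD, set per screening campaign, cut at about 45% in these data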
#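 Assay system: GST-tagged and Flag-tagged HCV core protein residues 1-106 / Times: compound-protein-antibody incubation 4 h at 22.5 °C / Signal: time-resolved FRET, ex 340 nm, em 617 and 671 nm / Evaluation: % inhibition based on acceptor/donor emission ratio / Benchmarks: wells lacking GST-core106 and wells with excess unlabelled core106 / Repeats: singlicate, one well per compound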
# Fh CTSL1 inh: cathepsin L1 inhibition, PFM18AAP counter-screen | recombinant F. hepatica cathepsin L1, Z-Leu-Arg-MCA fluorescence | inhibition, % at 5.96 µM | hit rate 0.49% among 300,000 | AID 1906;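 active means inhibition above the mean of all tested compounds plus 3 SD, set per screening campaign, cut at about 17% in these data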;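 further: 0% = plate median of test compound wells and 100% = 1 µM Z-Phe-Ala-diazomethylketone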
# ZTA DNA inh: blocks Epstein-Barr virus ZTA, an EBNA-1 counter-screen; P03206; ZTA-DNA binding, fluorescence polarization; inhibition, % at 11 µM; hit rate 0.15% among 320,000; AID 2234; in the data active means inhibition above about 33%
# Target sequence (P03206 whole entry, looked up): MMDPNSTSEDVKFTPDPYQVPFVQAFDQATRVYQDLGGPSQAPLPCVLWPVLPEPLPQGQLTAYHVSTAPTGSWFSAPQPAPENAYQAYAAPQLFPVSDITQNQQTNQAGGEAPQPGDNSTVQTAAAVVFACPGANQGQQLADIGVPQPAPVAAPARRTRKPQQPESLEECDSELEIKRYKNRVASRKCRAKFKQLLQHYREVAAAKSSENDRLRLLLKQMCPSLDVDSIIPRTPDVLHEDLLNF
# TPT1 inh: inhibitors of Candida albicans tRNA 2'-phosphotransferase TPT1; recombinant caTPT1, FP RNA substrate dephosphorylation; inhibition, % at 5 µM; hit rate 0.81% among 300,000; AID 1962;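 active means inhibition above the mean of all tested compounds plus 3 SD, set per screening campaign, cut at about 24% in these data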;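 further: plate controls were DMSO alone for no effect and ferristatin control at 100 nM for full effect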
# Efflux pump mplx: inhibitors of Candida antifungal efflux pumps expressed in yeast; S. cerevisiae Candida pump triplex, Nile Red efflux; inhibition, % at 10 µM; hit rate 0.44% among 330,000;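 active means plate passing quality check with inhibition over a set limit, or well fluorescence over plate mean plus 4 SD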;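 further: Nile Red retained in pooled yeast measured as flow cytometry median fluorescence; 0% = buffer negative control and 100% = Enniatin B positive control; higher means more Nile Red kept so more efflux inhibition; some compounds called inactive have numbers as strong as hits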
# PP1 inh: PP1-alpha (human) inhibition in PP5 counter-screen | purified PP1alpha, OMFP fluorescence | hit rate 0.9% among 320,000 | inhibition, % at 6.7 µM | AID 2235;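 active means inhibition above the mean inhibition of all tested compounds plus 3 SD, computed separately for each screening campaign, cut at about 15% in these data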
# PREPL inh: human PREPL enzyme inhibition | Q4J6C6 | recombinant PREPL, fluorescence polarization activity-based probe | inhibition, % at 5.96 µM | hit rate 0.68% among 320,000 | AID 2751; in the data active means inhibition above about 43%;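 further: 0% = enzyme with DMSO and 100% = wells lacking enzyme; many of its hits are not listed in these tables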
# Target sequence (Q4J6C6 whole entry, looked up): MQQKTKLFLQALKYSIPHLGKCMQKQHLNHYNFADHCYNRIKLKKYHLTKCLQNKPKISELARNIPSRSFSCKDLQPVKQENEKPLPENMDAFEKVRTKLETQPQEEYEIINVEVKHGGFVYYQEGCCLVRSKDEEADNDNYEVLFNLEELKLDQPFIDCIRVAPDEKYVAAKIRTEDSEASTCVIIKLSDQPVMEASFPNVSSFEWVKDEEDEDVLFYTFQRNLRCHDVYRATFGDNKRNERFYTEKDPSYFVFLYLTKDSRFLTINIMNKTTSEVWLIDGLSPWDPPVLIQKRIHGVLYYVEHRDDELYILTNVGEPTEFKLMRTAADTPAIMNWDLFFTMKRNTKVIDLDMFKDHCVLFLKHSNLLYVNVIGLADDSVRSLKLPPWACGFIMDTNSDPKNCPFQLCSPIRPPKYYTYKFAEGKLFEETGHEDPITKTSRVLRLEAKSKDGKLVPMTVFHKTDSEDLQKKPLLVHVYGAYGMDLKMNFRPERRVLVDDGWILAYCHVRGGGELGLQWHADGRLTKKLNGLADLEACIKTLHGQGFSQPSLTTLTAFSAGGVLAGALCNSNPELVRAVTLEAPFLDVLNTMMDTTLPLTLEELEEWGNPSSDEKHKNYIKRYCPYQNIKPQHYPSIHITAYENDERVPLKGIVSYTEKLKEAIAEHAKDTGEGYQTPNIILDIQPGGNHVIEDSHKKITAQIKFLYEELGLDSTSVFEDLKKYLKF
# EBNA-1 inh: blocks EBNA-1 binding to DNA. AID 1950. hit rate 0.34% among 300,000. EBNA-1 DNA binding, fluorescence polarization. inhibition, % at 14.8 µM; in the data active means inhibition above about 28%
# * = called active by the depositor; · = not tested or not shown.
SMILES,PP5 inh,HCV core dimer,Fh CTSL1 inh,ZTA DNA inh,TPT1 inh,Efflux pump mplx,PP1 inh,PREPL inh,EBNA-1 inh
O=C(CSc1nnc(-c2ccncc2)o1)Nc1nncs1,2.6,5,-4,-4,1,0.1,-1,0,3
Cc1ccc(C(=O)Nc2c(C)cc(-c3ccc(Cl)cc3)oc2=O)cc1,3.0,7,-2,-10,-8,0.2,-3,5,-16
CC(C)NC(=O)NC(=O)COC(=O)/C=C/c1ccccc1[N+](=O)[O-],0.4,1,-29,-11,-1,0.1,-3,0,-4
CC1CCCC(C)N1C(=O)COc1ccc(C(=O)Nc2ccccc2N2CCOCC2)cc1 (stereo not drawn),-0.2,0,-8,-17,0,-0.1,2,6,1
CC1CN(C(=O)C(C)N2CCN(c3cccc(Cl)c3)CC2)CC(C)O1 (stereo not drawn),-0.2,-5,-1,10,1,-0.1,-2,3,9
Cc1cc(C(=O)Oc2ccccc2C(=O)O)c(C)o1,-0.4,1,-2,-23,-5,-0.1,0,8,3
O=C(C(NS(=O)(=O)c1cccs1)c1ccccc1)N1CCN(c2ccccc2)CC1 (stereo not drawn),2.9,8,5,5,1,0.0,-1,-27,-8
COc1ccc(Cl)cc1NC(=O)CCCC(=O)c1ccccc1,3.6,-3,1,-1,-2,-0.1,4,3,8
O=C(NCCOc1ccccc1)c1ccc2n[nH]nc2c1,1.4,·,·,10,·,0.7,-10,12,·
N#CCC(=O)Nc1ccc(C(=O)OCC(=O)NCCCc2ccccc2)cc1,1.7,6,-2,-1,2,-0.2,2,-20,10
COc1cc(NC(=S)N2CCN(CCO)CC2)c(OC)cc1Cl,3.7,-12,-7,-12,2,0.1,-3,-2,3
CCC(Oc1ccccc1)C(=O)Nc1ccsc1C(=O)OC (stereo not drawn),-0.2,-5,-1,1,-3,0.0,2,-4,7
CCOc1ccc(CCNC(=O)C2=C(C)C(=O)OC23CCC(C)CC3)cc1OCC (stereo not drawn),2.5,6,-1,1,-2,0.2,0,1,-4
CCC(C)CCN1C(Nc2ccccc2)=NC[C@@H]1Cc1ccccc1 (stereo partly drawn),-0.4,1,0,-3,1,-0.1,-4,11,8
CCOC(=O)c1cn2nc(Oc3ccc(NC(C)=O)cc3)ccc2n1,-1.4,-2,-5,-4,0,0.0,0,10,-3
COc1ccc(CN2C(=NC(=O)C3CCCO3)SC3CS(=O)(=O)CC32)cc1OC (stereo not drawn),-4.5,-10,9,-8,-5,0.1,4,18,3
COc1cccc(OCC(O)CN2CCN(c3ncccn3)CC2)c1 (stereo not drawn),0.5,1,-3,-4,2,0.0,-4,-3,-1
Cc1ccc(N(C(=O)c2sc(C)nc2C)C(C(=O)NCc2ccco2)c2ccccc2)cc1 (stereo not drawn),4.1,4,7,-7,1,0.1,0,28,-4
CN(C)c1ccc2c3c(ccc(N(C)C)c13)COC2,2.1,-4,-6,-13,-2,0.2,-6,3,3
COc1cccc(N2CCN(C(=O)CCc3nnc4ccc(N5CCCC5)nn34)CC2)c1,0.4,2,-11,10,2,0.1,-1,26,13

# A stretch of the results above:
SMILES,PP5 inh,HCV core dimer,Fh CTSL1 inh,ZTA DNA inh,TPT1 inh,Efflux pump mplx,PP1 inh,PREPL inh,EBNA-1 inh
O=C(CSc1nnc(-c2ccncc2)o1)Nc1nncs1,2.6,5,-4,-4,1,0.1,-1,0,3
Cc1ccc(C(=O)Nc2c(C)cc(-c3ccc(Cl)cc3)oc2=O)cc1,3.0,7,-2,-10,-8,0.2,-3,5,-16
CC(C)NC(=O)NC(=O)COC(=O)/C=C/c1ccccc1[N+](=O)[O-],0.4,1,-29,-11,-1,0.1,-3,0,-4
CC1CCCC(C)N1C(=O)COc1ccc(C(=O)Nc2ccccc2N2CCOCC2)cc1 (stereo not drawn),-0.2,0,-8,-17,0,-0.1,2,6,1
CC1CN(C(=O)C(C)N2CCN(c3cccc(Cl)c3)CC2)CC(C)O1 (stereo not drawn),-0.2,-5,-1,10,1,-0.1,-2,3,9
Cc1cc(C(=O)Oc2ccccc2C(=O)O)c(C)o1,-0.4,1,-2,-23,-5,-0.1,0,8,3
O=C(C(NS(=O)(=O)c1cccs1)c1ccccc1)N1CCN(c2ccccc2)CC1 (stereo not drawn),2.9,8,5,5,1,0.0,-1,-27,-8
COc1ccc(Cl)cc1NC(=O)CCCC(=O)c1ccccc1,3.6,-3,1,-1,-2,-0.1,4,3,8
O=C(NCCOc1ccccc1)c1ccc2n[nH]nc2c1,1.4,·,·,10,·,0.7,-10,12,·
N#CCC(=O)Nc1ccc(C(=O)OCC(=O)NCCCc2ccccc2)cc1,1.7,6,-2,-1,2,-0.2,2,-20,10

# (next part)
SMILES,PP5 inh,HCV core dimer,Fh CTSL1 inh,ZTA DNA inh,TPT1 inh,Efflux pump mplx,PP1 inh,PREPL inh,EBNA-1 inh
C#CCOCCOCCOCCNc1nc(N2CCN(C(=O)C(CCC(=O)O)n3cc(C(N)CC(C)C)nn3)CC2)nc(N2CCN(C(=O)C(Cc3cc4ccccc4[nH]3)n3cc(C(N)Cc4ccc(O)cc4)nn3)CC2)n1 (stereo not drawn),-1.9,-3,-1,-7,-1,0.0,4,38,7
Cc1cccc(OCC(=O)Nc2ccc3c(c2)nc(CCN2CCN(C)CC2)n3C)c1,2.0,-4,-2,0,0,0.1,-3,25,8
CC(C)NC(=O)c1ccc(S(=O)(=O)N(C)C)cc1,-1.0,1,-3,4,0,0.0,-3,0,-5
COc1ccc2[nH]c(C(=O)N(C)c3ccc(F)cc3F)cc2c1,0.9,-1,6,-3,-1,-0.1,-2,5,0
COc1cccc(-n2c(=O)n(Cc3ccccc3)c(=O)c3[nH]cnc32)c1,-1.5,-4,-3,2,-4,-0.1,-3,14,5
COCCn1nnnc1CN1CCN(c2cccc(C(F)(F)F)c2)CC1,1.3,-6,-3,-18,1,-0.1,0,10,10
COc1ccc(Nc2nc3ccccc3nc2NS(=O)(=O)c2cccs2)cc1,1.4,3,6,22,-3,-0.1,6,6,14
COc1ccc(Cc2n[nH]c(=S)n2-c2ccc3c(c2)OCCO3)cc1,-2.8,-17,13,-15,-3,-0.1,-8,4,5
COc1ccc(-c2nnc(-c3ccccc3)o2)cc1OC,-2.3,8,0,13,1,0.1,1,-6,0
CCc1nnc(NC(=O)CSc2nnc(-c3ccccc3O)n2CC)s1,3.7,2,-2,5,2,0.1,-4,3,5
O=C(NCC1CCCO1)C1CC(=O)N(C2CCCCCC2)C1 (stereo not drawn),2.0,5,-14,-7,-1,-0.1,6,13,-6
CC(=O)c1cccc(NC(=O)/C(=C\c2cccnc2)NC(=O)c2ccccc2)c1,0.4,-3,1,1,-3,-0.1,1,2,-10
COc1ccc(Cl)cc1S(=O)(=O)NC(C)C(=O)NCCCn1ccnc1 (stereo not drawn),1.8,-5,5,3,1,0.0,-3,5,-4
O=C1c2oc3ccc(F)cc3c(=O)c2C(c2cccc(O)c2)N1CCCN1CCOCC1 (stereo not drawn),1.0,-6,-2,-6,-3,-0.2,-2,8,5
CC1CN=C(N(C(=O)Nc2ccccc2)c2ccc(S(=O)(=O)N3CCOCC3)cc2)S1 (stereo not drawn),-0.5,1,2,6,-5,0.0,-1,1,12
Cc1nnc(-n2ncc(C#N)c2N)c2nn(-c3cccc(Cl)c3)c(C)c12,3.6,11,-3,-11,8,0.2,-2,2,11
c1ccc(CN2CCOCC2)cc1,-1.7,-7,-3,-11,0,-0.1,-1,-8,1
O=C(CSc1nnc(-c2ccc(Cl)cc2)o1)NNC(=O)c1ccncc1,2.4,4,-1,-13,2,0.1,-12,4,-5
CC(=O)Nc1cccc(/C(C)=N/NC(=S)NC(C)C)c1,-0.2,-4,-9,13,-4,-0.1,-2,1,9
Cn1c(=O)n(C)c2cc(CN3C(=O)OC(C)(C)C3(C)O)ccc21 (stereo not drawn),1.0,15,-1,-7,-1,-0.1,-5,-8,4
CCCCOC(=O)c1ccc(NC(=O)COC(=O)c2ccc3ncsc3c2)cc1,4.4,·,·,12,·,0.0,14,9,·
N#Cc1c(NC(=O)C2CCCO2)sc2c1CCCCC2 (stereo not drawn),-4.8,-4,-1,4,2,0.0,-4,-5,7
COc1cc(NC(=O)CCc2c(C)nn(-c3ccc(N4CCOCC4)nn3)c2C)cc(OC)c1OC,3.1,-6,0,-4,-2,0.0,3,-4,-13
CCOC(=O)c1cn[nH]c1NC(=S)Nc1ccccc1,0.3,0,-1,-6,-3,-0.1,4,-4,-3
COc1cc(C(=O)Oc2ccccc2/C=N/NC(=O)c2ccc(C)cc2)cc(OC)c1OC,3.9,13,-2,-1,5,0.0,-2,0,-4
Cc1ccc(SC[C@H](C)CN2CC[C@H](C(C)(C)C)CCC2=O)cc1,2.4,15,1,-1,-2,0.1,5,6,0
CCOCCCNC(=O)c1ccccc1SCC,-0.3,-1,-4,14,-1,-0.1,-1,-7,-1
CC(=O)Nc1ccc(C2=NN(Cc3nnc(-c4ccccc4)o3)C(=O)SC2)cc1,1.4,-8,4,-16,-5,-0.1,3,-7,16
O=C(O)CC(SCC(=O)Nc1ccc(Br)cc1)C(=O)O (stereo not drawn),1.0,-3,-1,11,-3,-0.1,-3,-1,-1
COc1ccc(OCC(=O)Nc2c(C(=O)N(CCN(C)C)Cc3ccco3)oc3ccccc23)cc1,-2.6,-5,-7,-9,-1,0.1,14,-2,-14
O=C(c1cccc(Cl)c1)N1CCC(=O)N(C(COCc2cccc(Cl)c2)Cc2ccccc2)CC1 (stereo not drawn),1.8,14,3,7,-3,·,12,35,-13
CCCCn1c(N)c(N(CCOC)C(=O)c2cc(C)oc2C)c(=O)[nH]c1=O,-0.1,-1,-1,8,-3,0.1,-8,2,-4
CCOC(=O)CNC(=O)CSc1ccc2nnc(-c3cccnc3)n2n1,0.0,-3,2,6,-4,-0.1,1,6,1
CCSc1nnc(-c2ccc(S(=O)(=O)NCc3cccs3)cc2)o1,2.0,3,-3,4,1,0.1,2,5,-3
COC(CN1C(=O)C(O)=C(C(C)=O)C1c1ccccn1)OC (stereo not drawn),4.1,-4,-1,-2,-2,0.1,2,1,-6
COC(=O)N/N=C/c1ccc(OCCSc2ccc(Cl)cc2)c(OC)c1,3.4,4,1,9,1,-0.4,5,21,-1
Cc1ccccc1-c1ccc(=O)n(CC(=O)Nc2ccc(N3CCOCC3)cc2)n1,1.5,6,0,-12,1,0.0,-5,19,-2
COc1ccc(C(=O)/C(C#N)=N/Nc2ccc([N+](=O)[O-])cc2)cc1,2.6,-5,7,0,5,0.0,8,28,12
COc1ccc(CCNC(=O)COC(=O)Cc2cccc3ccccc23)cc1,-0.9,-5,1,5,-1,-2.5,3,-14,11
Cc1c(C(=O)Nc2ccc(Cc3ccncc3)cc2)cccc1[N+](=O)[O-],1.8,3,-5,-7,-3,0.1,-6,5,12
CN(CC(=O)Nc1cccc(F)c1)C(=O)c1ccc2c(c1)NC(=O)CS2,5.5,·,·,-1,·,0.1,-5,5,·

# Shown with each value named: entries from further up.
> COc1cccc(-n2c(=O)n(Cc3ccccc3)c(=O)c3[nH]cnc32)c1
  PP5 inh: -1.5; HCV core dimer: -4; Fh CTSL1 inh: -3; ZTA DNA inh: 2; TPT1 inh: -4; Efflux pump mplx: -0.1; PP1 inh: -3; PREPL inh: 14; EBNA-1 inh: 5

> CC1CN(C(=O)C(C)N2CCN(c3cccc(Cl)c3)CC2)CC(C)O1 (stereo not drawn)
  PP5 inh: -0.2; HCV core dimer: -5; Fh CTSL1 inh: -1; ZTA DNA inh: 10; TPT1 inh: 1; Efflux pump mplx: -0.1; PP1 inh: -2; PREPL inh: 3; EBNA-1 inh: 9

# These rows are one share of the data; rates above refer to the full screens.
